# Screens as filed in PubChem.
# POLI inh: blocks human DNA polymerase iota activity. Potency, µM (titrated, usually from 115 µM), without a hit: top-dose activity, negative = inhibition, actives largely listed as inhibitors. AID 588590. actives 1% (n = 390,000). Pol iota fluorescent replication assay, 10 min. Q9UNA4; also: potency is read from the fitted curve at half-maximal effect
#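 Fluorescent replication assay read twice, at 0 min and 10 min after adding 50 nM (final) substrate. Enzyme (10 nM) and compounds were first incubated 15 min at room temperature; enzyme-free buffer wells were negative controls.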
# Apoferritin bind: candidate novel general anesthetic via apoferritin binding; Potency, µM (titrated, usually from 77.5 µM), inactives show at the top dose activity change, negative = displacement, hits mostly inhibitors; apoferritin/1-aminoanthracene competitive binding, fluorescence; actives 0.074% (n = 350,000); AID 485281; also: potency is read from the fitted curve at half-maximal effect; % is scaled to controls: 0 for no effect and ±100 for the full control effect; nearly all actives have a fitted effect of over 20% in size
# Target sequence (P02791 2-175 limits assumed): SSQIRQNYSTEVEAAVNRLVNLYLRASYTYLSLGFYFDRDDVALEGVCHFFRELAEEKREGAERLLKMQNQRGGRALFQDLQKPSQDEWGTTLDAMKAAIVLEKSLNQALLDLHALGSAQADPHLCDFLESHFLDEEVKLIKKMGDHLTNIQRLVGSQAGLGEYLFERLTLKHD
#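 Horse-spleen apoferritin (10 uM) was mixed with 50% saturated 1-aminoanthracene in PBS, exposed to compounds for 10 min at room temperature, and read for fluorescence (ex 380 nm, em 535 nm). Competitive displacement was fitted with a four-parameter Hill equation.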
# RXFP1 antagonist: blocks the human relaxin receptor RXFP1; Q9HBX9; HEK293-RXFP1, relaxin-stimulated cAMP HTRF, 30 min; stronger effect = lower value; activity change, negative = inhibition, % at 57.5 µM; actives 0.59% (n = 350,000);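 active = activity change of -60% or lower, but not beyond a set lower limit; inconclusive = change between -60% and -40%, or beyond the set limit; inactive = change above -40%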; also: % is scaled to controls: 0 for no effect and ±100 for the full control effect
# POLK inh: blocks human DNA polymerase kappa activity; Potency, µM (titrated, usually from 107 µM), for inactives: at the top dose activity, negative = inhibition, usual class: inhibitors; actives 0.53% (n = 400,000); AID 588579; purified Pol kappa, fluorescent DNA synthesis assay, 10 min; Q9UBT6; also: potency is read from the fitted curve at half-maximal effect; % is scaled to controls: 0 for no effect and ±100 for the full control effect
#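 Activity was followed as the change in fluorescence between reads at 0 and 10 min after starting the reaction with 50 nM substrate. Beforehand, 10 nM polymerase had been preincubated with compound for 15 min at room temperature.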
# PGK inhibitor: inhibitors of T. brucei phosphoglycerate kinase | PGK/GAPDH coupled, Kinase-Glo luminescence, 60 min | actives 0.043% (n = 380,000) | Potency, µM (top dose mostly 57.5 µM), for inactives: at the highest dose activity change, negative = inhibition, most hits filed as inhibitors; also: potency is read from the fitted curve at half-maximal effect; % is scaled to controls: 0 for no effect and ±100 for the full control effect; nearly all actives have a fitted effect of over 60% in size
#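 Recombinant glycosomal PGK reaction used 1,3-bisphosphoglycerate generated in-well by GAPDH (100nM final) in 100mM TEA pH 7.6, 5mM MgCl2, 0.01% Tween-20. After 60 minutes at room temperature, ATP was read by Kinase-Glo Plus luminescence end-point.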
# Pol beta inh: DNA polymerase beta (human) inhibition; AID 485314; Pol beta primer extension/strand displacement, fluorescence kinetic; actives 1.3% (n = 340,000); Potency, µM (highest dose often 114 µM), without a hit: at the highest dose activity change, negative = inhibition, hits mostly inhibitors; also: potency is read from the fitted curve at half-maximal effect; % is scaled to controls: 0 for no effect and ±100 for the full control effect
#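 Homogeneous kinetic assay of primer extension and strand displacement by 10 nM Pol beta, preincubated 15 min at room temperature with compound before 50 nM substrate (final) was added. Read at 0 and 10 min; four-parameter Hill fit.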
# BLM inh: inhibitors of human Bloom syndrome helicase BLM; P54132; Potency, µM (series often up to 56.1 µM), for the others: at the top dose activity change, negative = inhibition, most hits filed as inhibitors; recombinant BLM DNA unwinding, fluorescence dequenching; actives 0.2% (n = 350,000);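 also: potency is read from the fitted curve at half-maximal effect; plate controls were vehicle for no effect and no enzyme for full effect; nearly all actives have a fitted effect of over 35% in size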
# APE1 inh: blocks human APE1 abasic DNA cleavage | P27695 | recombinant APE1, TAMRA/BHQ-2 abasic DNA cleavage fluorescence | Potency, µM (titrated, usually from 65.8 µM), for inactives: at the top dose activity change, negative = inhibition, usual class: inhibitors | actives 0.35% (n = 350,000) | AID 2517;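 also: potency is read from the fitted curve at half-maximal effect; plate controls were vehicle for no effect and reference inhibitor for full effect; nearly all actives have a fitted effect of over 55% in size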
#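 Step 1: APE1 (0.75 nM) with compound, 15 min RT. Step 2: add 50 nM fluorophore/quencher THF duplex. Step 3: three fluorescence reads 60 s apart (525/598 nm); read 3 minus read 1 = reaction progress.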
# POLH inh: DNA polymerase eta (human) inhibition. Q9Y253. recombinant Pol eta, fluorescent DNA replication assay. Potency, µM (top dose mostly 114 µM), for the others: top-dose activity change, negative = inhibition, hits mostly inhibitors. actives 1.2% (n = 390,000). AID 588591; also: potency is read from the fitted curve at half-maximal effect; % is scaled to controls: 0 for no effect and ±100 for the full control effect
# Target sequence (Q9Y253 whole entry, looked up): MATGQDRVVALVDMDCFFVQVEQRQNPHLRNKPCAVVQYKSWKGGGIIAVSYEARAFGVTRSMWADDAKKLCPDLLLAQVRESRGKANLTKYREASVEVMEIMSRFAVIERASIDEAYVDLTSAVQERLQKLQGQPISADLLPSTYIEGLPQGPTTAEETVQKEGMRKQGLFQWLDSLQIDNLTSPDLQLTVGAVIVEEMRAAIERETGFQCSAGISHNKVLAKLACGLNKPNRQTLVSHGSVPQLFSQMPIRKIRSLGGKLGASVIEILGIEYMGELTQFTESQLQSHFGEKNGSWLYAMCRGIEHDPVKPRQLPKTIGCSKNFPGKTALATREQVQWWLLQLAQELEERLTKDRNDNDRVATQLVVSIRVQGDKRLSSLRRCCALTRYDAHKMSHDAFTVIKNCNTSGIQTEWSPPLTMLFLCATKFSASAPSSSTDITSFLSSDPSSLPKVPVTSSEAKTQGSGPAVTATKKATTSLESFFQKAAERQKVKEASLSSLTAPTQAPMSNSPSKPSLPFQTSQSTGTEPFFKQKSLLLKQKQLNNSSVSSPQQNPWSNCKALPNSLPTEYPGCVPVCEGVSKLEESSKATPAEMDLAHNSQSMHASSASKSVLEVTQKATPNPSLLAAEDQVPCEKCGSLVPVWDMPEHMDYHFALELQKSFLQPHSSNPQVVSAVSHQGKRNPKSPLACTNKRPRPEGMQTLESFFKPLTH
#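 Pol eta at 10 nM preincubated with compounds 15 min at room temperature; reaction started with fluorescent substrate (50 nM final) and read kinetically at 0 and 10 min.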
# * marks the source's active call; other numbers are inactive results; i = inactive; ? = inconclusive; · = no result given; & = joins results of further samples; [ ] = another dose, or the depositor's remark. Unless noted, calls follow the shape of the dose curve; as a rule, active = well fitted curve in the direction sought with a large enough effect; inconclusive = small, poorly fitted or top-dose-only effect, or another doubt; inactive = no such curve, though single readings can be large; an effect the other way counts as inactive or inconclusive. Not all compounds are listed; rates above refer to the full screens.
cpd	structure	POLI inh	Apoferritin bind	RXFP1 antagonist	POLK inh	PGK inhibitor	Pol beta inh	BLM inh	APE1 inh	POLH inh
1	Cc1cc(C)n2nc(C(=O)OCC(=O)c3ccccc3Cl)nc2n1	18%	·	-8	-12%	-7%	·	·	5%	?
2	O=C(Nc1cccnc1)c1cnn2cccnc12	-17%	-4%	12	-5%	·	31%	2%	-3%	-3%
3	O=C(c1ccc2c(c1)OCCO2)N1CCN(S(=O)(=O)c2c(F)cccc2F)CC1	29%	·	·	6%	-6%	·	·	27%	-23%
4	O=C(Nc1ccccc1Cl)Nc1ccnn1C1CCN(C(=O)CCN2CCCO2)CC1	17%	-4%	14	1%	-1%	31%	1%	18%	0%
5	COc1ccc(/C(C)=N/NC(=O)c2cccc(S(=O)(=O)N3CCCC3)c2)c(O)c1	23%	·	13	-9%	-9%	·	·	23%	0%
6	CN1CCc2c(sc3nc(SCC(=O)N4CCOCC4)nc(N)c23)C1	7%	-16%	9	-5%	4%	29%	-2%	?	-5%
7	Cc1ccc(CCNC(=O)c2ccc3nc4ccc(Cl)cc4c(=O)n3c2)cc1	-7%	5%	-3	-9%	0%	-13%	-3%	14%	0%
8	CN(C)C(=O)CSc1nnc(-c2cccnc2)n1-c1ccccc1	-12%	-2%	3	-11%	-1%	-1%	1%	0%	-3%
9	O=C1C(Cc2ccccc2)NC(=S)N1c1ccccc1 (stereo not given)	9%	-6%	8	-7%	0%	27%	-4%	-2%	-9%
10	COc1ccccc1N1CCN(C(=O)CC(NC(=O)c2ccccc2Cl)c2ccccc2)CC1 (stereo not given)	23%	·	-16	-8%	-3%	·	·	6%	-13%
11	CCC[C@@H](CN1CCC[C@H]1CN1C(N)=NC[C@H]1CC(C)C)N1C[C@@H](Cc2ccccc2)N(CCCC2CCCC2)C1=N	-14%	·	·	-12%	-6%	·	·	-8%	-15%
12	Cc1nonc1NC(=O)CSc1nc2c(C)cccc2cc1C#N	15%	-7%	-9	-4%	·	18%	-3%	-3%	-6%
13	COc1ccc(CCNC(=O)C/C(C)=N/NC(=O)COc2ccc(C)cc2Br)cc1OC	139%[activator]	-14%	2	5%	3%	12%	-2%	58%[activator]	3%
14	CCc1c(C)c2ccc(OCC(=O)OC)cc2oc1=O	29%	-5%	-9	5%	-4%	-2%	0%	-1%	1%
15	CC(C)c1ccc(NC(=O)CCNC(=O)Cn2cnc3ccccc3c2=O)cc1	45%[activator]	-3%	-11	0%	0%	10%	-1%	39%	-8%
16	CC(C)Oc1ccc(C(CC(=O)N2CCOCC2)C(C)C)cc1 (stereo not given)	36%[activator]	-6%	5	0%	i	25%	1%	65%[activator]	-8%
17	Cc1ccc(S(=O)(=O)N(CC(=O)Nc2cc(C)ccc2C)C(=O)N2CCN(C)CC2)cc1	32%[activator]	·	-6	2%	-4%	·	·	19%	-15%
18	CCCC/C(C)=N/NC(=O)C(=O)NCCc1ccccc1	9%	?	-14	-3%	-4%	10%	-2%	-3%	-10%
19	COc1ccccc1NC(=O)CSc1cn(CC(=O)N2CCCC2)c2ccccc12	8%	67%[activator]	-23	-16%	-7%	8%	3%	·	-4%
20	COc1ccc2c(c1)C(CC(=O)NN)CCC2 (stereo not given)	9%	·	-9	10%	-4%	·	·	·	-15%
21	COc1ccc(C(=O)N2CCN(c3nc(C4CC4)nc4sc(C)c(C)c34)CC2)cc1	?	-11%	-34	2%	-13%	1%	-10%	15%	-8%
22	COc1cc(/C=C2/SC(=S)NC2=O)ccc1OS(=O)(=O)c1ccc(C)cc1	?	-24%	?	-19%	-12%	35µM*	-17%	-4%	28µM*
23	COc1ccc(C(=O)NC2CCCCCCC2)cc1OC	69%[activator]	·	9	-7%	i	·	·	·	-9%
24	COc1ccc(CCNC(=O)Nc2ccccc2[N+](=O)[O-])cc1	100%[activator]	-20%	-6	-6%	-3%	1%	-1%	1%	-8%
25	CCOC(=O)c1nn(-c2ccc(Cl)cc2Cl)c(=N)c(C#N)c1C	·	-13%	·	·	·	-10%	-9%	-8%	·
26	CC(=O)Nc1nn(C)c2nc3cc(C)ccc3cc12	2%	67%[activator]	-7	-4%	-1%	0%	-9%	0%	-18%
27	CCc1ccc(S(=O)(=O)c2nnn3c2nc(NC2CCCC2)c2sccc23)cc1	26%	-15%	-21	-1%	-8%	-2%	3%	·	-21%
28	O=C1CCCN1CC(CN1CCOCC1)Sc1nc2ccccc2c(=O)n1-c1ccccc1 (stereo not given)	-4%	-19%	-6	-9%	7%	20%	-1%	-7%	0%
29	CC(=O)c1cn(CC(=O)Nc2ccccc2C(F)(F)F)c2ccccc12	?	-10%	10	-3%	-7%	10%	-14%	24%	-2%
30	Fc1ccc(N2CCN(c3nc(-c4ccco4)cc(C(F)(F)F)n3)CC2)cc1	2%	-20%	0	-16%	-5%	3%	-8%	0%	-17%
31	CCOC(=O)c1sc(N)c(C#N)c1CSc1nc2ccc(OCC)cc2[nH]1	2%	-23%	-10	-12%	i	-12%	-5%	-4%	-3%
32	O=C(CSc1nnc(-c2ccccc2Br)o1)Nc1cccc2ccccc12	33%[activator]	-1%	1	3%	-11%	-24%	-6%	-5%	-10%
33	COc1ccc(CN2CCCN(S(=O)(=O)c3ccc(Br)cc3)CC2)cc1	-6%	4%	-17	-7%	-7%	-4%	-4%	-11%	-11%
34	CCOc1cc(CNc2ccc3c(c2)OCCO3)cc(Br)c1OC	?	95%[activator]	-15	-3%	4%	12%	-12%	-3%	-17%
35	CCCn1c(N)c(C(=O)CSc2nc3ccccc3c(=O)n2-c2ccc(OC)cc2)c(=O)[nH]c1=O	187%[activator]	-1%	-9	-9%	-3%	34%	-8%	-1%	-4%
36	CCN(CC(=O)Nc1ccc(OC)cc1)C(=O)c1ccc(OCc2c(C)noc2C)cc1	36%[activator]	·	-7	3%	-13%	·	·	·	-9%
37	COc1ccccc1NC(=O)Nc1ccc(C(=O)N2CCCCC2)cc1	27%	-14%	4	-8%	-25%	23%	-6%	17%	-26%
38	CCc1nnc(N/N=C/c2ccccc2F)n1N	?	-7%	1	-4%	-6%	0%	-3%	-1%	-28%
39	CC(=O)NNC(=O)N1Cc2ccccc2Oc2ccc(Cl)cc21	-16%	·	·	-6%[60.1 µM]	-10%	9%[57.1 µM]	-1%	2%&-6%	-4%[57.1 µM]
40	CCOc1ccc(N(CC(=O)Nc2cccc(C)c2C)S(=O)(=O)c2c(C)[nH]c(=O)[nH]c2=O)cc1	-4%	0%	-2	-2%	-5%	-25%	2%	0%	6%
41	CC1CCCC(NC(=O)CN2C(=O)NC(c3ccccc3)(c3ccccc3)C2=O)C1C (stereo not given)	10%	·	-11	-10%	-1%	·	·	-23%	-20%
42	Cc1ccc(S(=O)(=O)N2CCOCC2)cc1C(=O)OC(C)C(=O)NC1CCCC1 (stereo not given)	45%[activator]	·	4	-8%	-9%	·	·	19%	-18%
43	CC(C)CCSc1nc2ccccc2[nH]1	149%[activator]	?	-4	-14%	4%	?	-1%	12%	-7%
44	CC(C)(C)c1nc(SCC(=O)c2ccccc2)c2ccccc2n1	121%[activator]	?	-67*	-9%	3%	0%	-7%	2%	-9%
45	NC(=O)CSc1nnc2n(N)c(=O)c3ccccc3n12	-15%	-7%	4	-7%	1%	17%	0%	12%	1%
46	O=C(CCc1ccc(S(=O)(=O)N2CCOCC2)cc1)OCC(=O)c1ccccc1F	30%	·	9	0%	-6%	·	·	-1%	-6%
47	Cc1ccc(S(=O)(=O)C(CNC(=O)C(=O)NCCc2ccc(Cl)cc2)c2ccco2)cc1 (stereo not given)	-3%	-5%	-2	-5%[60.1 µM]	-2%	6%	0%	·	-11%
48	CCn1c(SCC(=O)Nc2ccc(S(N)(=O)=O)cc2)nnc1-c1ccccc1OC	-4%	-8%	2	-3%	-9%	0%	-1%	0%	2%
49	COC(=O)COc1cccc(NC(=O)c2ccc(C)cc2)c1	27%	-13%	-7	0%	-6%	14%	-5%	6%	3%
50	CC(=O)Oc1ccc2c(C)c(CC(=O)N3CCN(C(=O)C4COc5ccccc5O4)CC3)c(=O)oc2c1C (stereo not given)	?	34%[activator]	-1	-8%	-1%	45%[activator]	-1%	-10%	-2%

# Sorted by the number under POLH inh (highest first): some entries from above.
no. | molecule | POLI inh | Apoferritin bind | RXFP1 antagonist | POLK inh | PGK inhibitor | Pol beta inh | BLM inh | APE1 inh | POLH inh
40 | CCOc1ccc(N(CC(=O)Nc2cccc(C)c2C)S(=O)(=O)c2c(C)[nH]c(=O)[nH]c2=O)cc1 | -4% | 0% | -2 | -2% | -5% | -25% | 2% | 0% | 6%
46 | O=C(CCc1ccc(S(=O)(=O)N2CCOCC2)cc1)OCC(=O)c1ccccc1F | 30% | · | 9 | 0% | -6% | · | · | -1% | -6%
26 | CC(=O)Nc1nn(C)c2nc3cc(C)ccc3cc12 | 2% | 67%[activator] | -7 | -4% | -1% | 0% | -9% | 0% | -18%

# Individual results from the results shown:
# COc1ccccc1NC(=O)Nc1ccc(C(=O)N2CCCCC2)cc1 in Apoferritin bind has -14%
# Fc1ccc(N2CCN(c3nc(-c4ccco4)cc(C(F)(F)F)n3)CC2)cc1 in POLH inh has -17%

# The listing continues:
cpd	structure	POLI inh	Apoferritin bind	RXFP1 antagonist	POLK inh	PGK inhibitor	Pol beta inh	BLM inh	APE1 inh	POLH inh
51	COc1ccc(S(=O)(=O)N2CCCCC2)cc1NC(=O)C1CCCC1	?	·	3	?	-12%	·	·	13%	-21%
52	Cc1cc(C)n(-c2nncc(-c3ccccc3)n2)n1	10%	?	1	3%	-3%	0%	-4%	1%	-14%
53	OC(CNC1CCCC1)COc1ccccc1Br (stereo not given)	-17%	-19%	6	-11%	-8%	0%	-1%	-9%	0%
54	O=C(C1CCCN(c2ncnc3c2nc2n3CCCCC2)C1)N1CCN(c2ccccc2F)CC1 (stereo not given)	?	-2%	-18	-17%	3%	-1%	-3%	-12%	3%
55	CCOc1ccc(NC(=S)Nc2ccc(C)c([N+](=O)[O-])c2)cc1	12%	?	-8	7%	-6%	-9%	-10%	0%	-4%
